Furin inhibitor: blocks human furin protease activity; inhibition, % at 30 µM; 0.061% of 220,000 active; purified furin, fluorogenic substrate cleavage; in the data active = inhibition above about 25%; note: inactives centre near -15
TRPML3 agonist: human mucolipin-3 channel agonism. Q8TDD5. HEK293 TRPML3-YFP, Fluo-8 calcium fluorescence; 100% = the carbachol control signal. activation, % at 3 µM. 0.29% of 220,000 active;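 active = activation above its plate's cutoff, the mean activation of the plate's test wells plus 3 SD, cut at about 12% in these data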;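 note: 0% = DMSO only wells and 100% = carbachol wells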
Target sequence (Q8TDD5 whole entry, looked up): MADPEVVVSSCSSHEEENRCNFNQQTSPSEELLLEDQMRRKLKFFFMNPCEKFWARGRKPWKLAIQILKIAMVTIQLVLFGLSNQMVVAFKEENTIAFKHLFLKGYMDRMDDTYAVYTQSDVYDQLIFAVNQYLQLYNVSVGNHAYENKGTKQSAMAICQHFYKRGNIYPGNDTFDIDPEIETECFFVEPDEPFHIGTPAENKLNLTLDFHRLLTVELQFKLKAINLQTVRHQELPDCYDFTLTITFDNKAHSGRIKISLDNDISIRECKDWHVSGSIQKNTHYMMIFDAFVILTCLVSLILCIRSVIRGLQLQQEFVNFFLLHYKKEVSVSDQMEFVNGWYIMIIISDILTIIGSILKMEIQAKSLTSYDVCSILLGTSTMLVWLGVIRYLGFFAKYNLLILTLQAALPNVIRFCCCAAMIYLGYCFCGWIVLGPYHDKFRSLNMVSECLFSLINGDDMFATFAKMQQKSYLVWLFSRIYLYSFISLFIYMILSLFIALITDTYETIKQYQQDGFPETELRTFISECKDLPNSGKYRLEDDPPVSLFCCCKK
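system = HEK293 cells stably carrying human TRPML3-YFP | doses = one concentration, 3 µM nominal, 0.3% DMSO | timing = dye loading 1 h 37 °C then 30 min ambient, 125 s read | detection = Fluo-8 calcium dye fluorescence, ex 470-495, em 515-575 nm | benchmarks = high control carbachol 87 µM, low control DMSO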
thrombin 1536: blocks human thrombin protease activity; P00734; alpha-thrombin, Boc-VPR-AMC fluorogenic substrate cleavage; inhibition, % at 5 µM; 0.26% of 220,000 active; AID 1046;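 active = inhibition at or above 40%; inactive = inhibition below 40%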;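 note: 0% = enzyme with no compound and 100% = wells without enzyme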
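Material: human alpha-thrombin protein; Also added: Boc-VPR-AMC substrate, 15 µM final; Timing: enzyme reaction carried out at room temperature; Signal: fluorescence, ex 355 nm, em 460 nm; Measure: % inhibition of thrombin; Controls: enzyme without compound as high, wells lacking enzyme as low.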
TbHK1 inh: blocks Trypanosoma brucei hexokinase 1 activity. recombinant TbHK1, G6PDH-coupled NADH A340. inhibition, % at 10 µM. 0.11% of 220,000 active;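 active = inhibition of 50% or more in the single-dose primary screen; inactive = inhibition below 50%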
zfTRPN1 agonist: zebrafish TRPN1 (NompC) channel agonism | AID 1424 | activation, % at 3 µM | HEK293 zebrafish TRPN1-YFP, Fluo-8 calcium fluorescence; 100% = response to 87 µM carbachol | 0.18% of 220,000 active;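 active = activation above its plate's cutoff, the mean activation of test wells on that plate plus 3 SD, cut at about 19% in these data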;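 note: 0% = DMSO alone and 100% = 87 µM carbachol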
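Control set: carbachol 87 µM as high control, DMSO as low control; system: HEK293 stable line with zebrafish TRPN1-YFP; read-out: % activation versus carbachol response; detection: intracellular calcium fluorescence with Fluo-8; doses: single test compound dose, 3 µM nominal, 0.3% DMSO; schedule: dye 1 h 37 °C plus 30 min RT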
PPC-1+TRAIL kill: kills PPC-1 cancer cells in the presence of TRAIL; 0.41% of 220,000 active; cell killing (% activity), % at 4 µM; PPC-1 cells + TRAIL, ATPLite viability luminescence; AID 1443;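 active = cell killing above 50% in the first pass at 4 µM, then a duplicate retest at 5 µM averaging 50% or more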;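 note: plate controls were cells with TRAIL plus DMSO for no effect and medium-only wells lacking cells for full effect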
EBV gp42 inh: inhibitors of Epstein-Barr virus glycoprotein 42. Q1HVG2. Fluorescence polarization binding assay, mP read-out. inhibition, % (tested at 21.74 µM). 0.42% of 220,000 active. AID 1085; in the data active = inhibition above about 50%
Target sequence (Q1HVG2 whole entry, looked up): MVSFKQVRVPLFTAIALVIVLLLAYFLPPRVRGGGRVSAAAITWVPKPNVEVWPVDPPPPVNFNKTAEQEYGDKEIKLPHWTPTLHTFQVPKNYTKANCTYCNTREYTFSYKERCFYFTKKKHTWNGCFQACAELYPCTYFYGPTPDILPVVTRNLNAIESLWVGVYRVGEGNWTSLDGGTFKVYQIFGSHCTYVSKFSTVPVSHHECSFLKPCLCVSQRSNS
Cl transport mod: KCC2 (human) Cl- transport modulation; 2.2% of 190,000 active; B-score of Tl+ flux slope (higher = more flux/activation; lower = inhibition) at 10 µM; KCC2 cells, thallium flux FluoZin-2 fluorescence;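 active = thallium flux slope and its plate-corrected score both differing from the plate sample mean at a set confidence after two filtering rounds, in either direction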;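 note: slope of fluorescence scaled to starting intensity during 10 to 20 s after thallium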
Calpain2 inh: inhibitors of pig calpain II; purified calpain II, fluorogenic peptide substrate, 30 min; inhibition, % at 16 µM; 0.37% of 220,000 active; AID 1236;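 active = inhibition above about 50%, limit read from the data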
* hit, by the source's call; i = inactive; · = no result given; [ ] = remark or other dose.

SMILES	Furin inhibitor	TRPML3 agonist	thrombin 1536	TbHK1 inh	zfTRPN1 agonist	PPC-1+TRAIL kill	EBV gp42 inh	Cl transport mod	Calpain2 inh
CCOC(=O)CN1C(=O)S/C(=C/c2cc(C)n(C)c2C)C1=O	13[20 µM]	0.9	·	-19	0.2	·	·	-0.73	·
CCOC(=O)c1cc2c(N)c(C(=O)c3ccc(Br)cc3)sc2[nH]c1=O	-4	0.6	-7	-37	0.1	-3	-12	-1	-12
COCCNC(=S)N/N=C(\C)CCc1ccc2c(c1)OCO2	-21	1.3	-1	1	1.6	1	1	0.78	-7
C=CCn1c(-c2ccoc2C)n[nH]c1=S	-19[20 µM]	0.8	3	1	-0.2	5	-16	0.25	-32
Cc1c(C(=O)O)cc(C(C)(C)C)n1CCSCCO	-20	0.9	-3	-12	0.3	8	-6	0.091	-14
CCOC(=O)CSc1cc(C)nc(N)n1	-15[20 µM]	1.1	-7	-7	0.3	0	-16	·	-22
CN(Cc1ccccc1)C(=O)CN1C(=O)C2C3C=CC(C3)C2C1=O (stereo not drawn)	-5[20 µM]	0.6	1	0	1.2	-11	-11	0.28	-20
Cc1c(C(=O)NCCN2CCOCC2)oc2ccc(S(=O)(=O)N3CCCCCC3)cc12	-20	2.7	-1	-5	4.5	29	-14	0.31	-34
COc1ccc(NC2=C(NCCO)C(=O)c3ccccc3C2=O)cc1	-12	0.5	-2	1	1.0	23	8	-0.45	-1
Cc1cc(C)c(-c2cc(C)nc3ncnn23)c(C)c1	-18	0.7	-4	1	0.0	11	2	1.6	-29
COC(=O)c1ccc(NC(=O)c2cccc(Cl)c2)o1	-22[20 µM]	0.1	3	-18	2.6	8	-16	0.03	14
CCOC(=O)c1cnc2ccc(Cl)cc2c1Nc1ccc(S(=O)(=O)Nc2ncccn2)cc1	-10	0.3	-7	0	1.2	16	10	-0.18	20

Reprinted from the part before: two entries; new compounds follow.
SMILES	Furin inhibitor	TRPML3 agonist	thrombin 1536	TbHK1 inh	zfTRPN1 agonist	PPC-1+TRAIL kill	EBV gp42 inh	Cl transport mod	Calpain2 inh
COC(=O)c1ccc(NC(=O)c2cccc(Cl)c2)o1	-22[20 µM]	0.1	3	-18	2.6	8	-16	0.03	14
CCOC(=O)c1cnc2ccc(Cl)cc2c1Nc1ccc(S(=O)(=O)Nc2ncccn2)cc1	-10	0.3	-7	0	1.2	16	10	-0.18	20
C=CCN1C(=O)/C(=C\c2ccc(OC(=O)c3ccco3)c(OC)c2)SC1=S	-14	1.2	3	-16	0.8	6	2	1	-11
Cc1[nH]c(=O)[nH]c(=O)c1S(=O)(=O)N1CCCC(C(=O)NCc2ccc3c(c2)OCO3)C1 (stereo not drawn)	-28	0.5	-3	-2	-0.5	7	-9	0.64	2
C=CCn1c(=O)n(CCC#N)c(=O)n(CCC#N)c1=O	-20	1.0	-10	5	2.2	3	0	·	16
c1ccc(-n2ncc3c(NCCCN4CCOCC4)ncnc32)cc1	-23	0.3	3	11	0.0	-23	-18	0.83	7
COc1ccc2nc(NC(=O)c3cnccn3)sc2c1	-13[20 µM]	0.1	-2	-21	1.7	30	-21	·	-18
Cc1cccc(-n2c(SCC(=O)O)nc3sc4c(c3c2=O)CCC4)c1	-4	0.6	-10	-34	0.1	4	1	-0.52	-15
CCCCC1=CC2=CC(=O)C(C)(OC(=O)CC)C(=O)C2=CN1C1CCCC1 (stereo not drawn)	-15	·	0	-42	·	16	-10	-0.026	-33
O=C(CCc1nc2ccccc2s1)OCC(=O)N1CCN(C(=O)c2ccco2)CC1	-9[20 µM]	-0.1	-3	6	0.1	13	-24	-0.47	-11
O=C(NCc1cccnc1)Nc1cccc(F)c1	-26	0.4	-6	-2	0.7	25	11	0.47	1
O=S(=O)(Nc1ccc2nc(C(F)(F)F)[nH]c2c1)c1ccccc1	-22	3.5	7	1	5.3	-1	-10	·	23
COc1ccc(OCC(=O)NC(CC(=O)O)c2ccc(OC)c(OC)c2)cc1 (stereo not drawn)	-17	0.1	0	1	-0.2	18	-3	0.74	-14
CCOc1ccc(Oc2nc(Nc3ccc(C)cc3)nc(N(C)C)n2)nn1	-13[20 µM]	0.7	2	-3	2.6	46	-24	0.14	12
N#Cc1nc(-c2cccs2)oc1NCC1CCCO1 (stereo not drawn)	-143[20 µM]	-0.2	-11	-26	0.3	5	-10	-0.44	i
Cc1cc(NC(=O)CCSc2nc(-c3ccco3)cc(C(F)(F)F)n2)no1	-7[20 µM]	0.3	2	7	-0.4	0	-5	0.23	-35
COC(=O)c1sc(NC(=O)CSc2n[nH]c(N)n2)c(C(=O)OC)c1C	-18	0.2	-10	-5	0.2	17	0	-0.31	-5
COCCNC(=O)CSc1nc2cc3c(cc2c(=O)n1Cc1ccco1)OCO3	-10[20 µM]	0.4	-18	-6	1.3	-12	-22	0.7	8
O=Cc1cccn1Cc1ccccc1[N+](=O)[O-]	-8	0.3	-5	21	0.0	28	-9	0.66	27
C=CCNC(=O)/C(=C\c1ccc2c(c1)OCO2)NC(=O)c1ccc(Br)cc1	-1	-0.5	0	-5	1.8	1	-25	·	0
Cc1ccc(N=Nc2c(O)ccc3n[nH]nc23)cc1	2	1.4	-8	-26	8.8	17	1	0.54	-1
O=C(N1CCOCC1)C12CCC3CC(CC(C3)C1)C2	-3	1.2	-5	-4	0.3	11	-2	1.4	-47
COc1ccc(CNc2n[nH]c(NCc3ccc(OC)c(OC)c3)n2)cc1OC	-27[20 µM]	0.7	-1	2	-0.1	-10	1	-0.095	-3
COc1ccc2nc(C)c3c(c2c1)OC(C)C3 (stereo not drawn)	-36	0.6	2	2	1.4	11	-14	-0.65	-31
COc1ccc(C)cc1N(CC(=O)N/N=C/c1ccccc1C(=O)O)S(=O)(=O)c1ccccc1	-39	0.6	-3	-490	-0.6	8	-11	0.00073	-26
COc1ccc(-c2cc(C(=O)NC(Cc3c[nH]c4ccccc34)C(=O)O)c(C)o2)cc1OC (stereo not drawn)	-12	0.1	0	5	1.3	14	-3	0.38	-18

12 of these compounds in a different format.
smiles,Furin inhibitor,TRPML3 agonist,thrombin 1536,TbHK1 inh,zfTRPN1 agonist,PPC-1+TRAIL kill,EBV gp42 inh,Cl transport mod,Calpain2 inh
N#Cc1nc(-c2cccs2)oc1NCC1CCCO1 (stereo not drawn),-143[20 µM],-0.2,-11,-26,0.3,5,-10,-0.44,i
Cc1cc(NC(=O)CCSc2nc(-c3ccco3)cc(C(F)(F)F)n2)no1,-7[20 µM],0.3,2,7,-0.4,0,-5,0.23,-35
COC(=O)c1sc(NC(=O)CSc2n[nH]c(N)n2)c(C(=O)OC)c1C,-18,0.2,-10,-5,0.2,17,0,-0.31,-5
COCCNC(=O)CSc1nc2cc3c(cc2c(=O)n1Cc1ccco1)OCO3,-10[20 µM],0.4,-18,-6,1.3,-12,-22,0.7,8
O=Cc1cccn1Cc1ccccc1[N+](=O)[O-],-8,0.3,-5,21,0.0,28,-9,0.66,27
C=CCNC(=O)/C(=C\c1ccc2c(c1)OCO2)NC(=O)c1ccc(Br)cc1,-1,-0.5,0,-5,1.8,1,-25,·,0
Cc1ccc(N=Nc2c(O)ccc3n[nH]nc23)cc1,2,1.4,-8,-26,8.8,17,1,0.54,-1
O=C(N1CCOCC1)C12CCC3CC(CC(C3)C1)C2,-3,1.2,-5,-4,0.3,11,-2,1.4,-47
COc1ccc(CNc2n[nH]c(NCc3ccc(OC)c(OC)c3)n2)cc1OC,-27[20 µM],0.7,-1,2,-0.1,-10,1,-0.095,-3
COc1ccc2nc(C)c3c(c2c1)OC(C)C3 (stereo not drawn),-36,0.6,2,2,1.4,11,-14,-0.65,-31
COc1ccc(C)cc1N(CC(=O)N/N=C/c1ccccc1C(=O)O)S(=O)(=O)c1ccccc1,-39,0.6,-3,-490,-0.6,8,-11,0.00073,-26
COc1ccc(-c2cc(C(=O)NC(Cc3c[nH]c4ccccc34)C(=O)O)c(C)o2)cc1OC (stereo not drawn),-12,0.1,0,5,1.3,14,-3,0.38,-18

The list goes on:
SMILES	Furin inhibitor	TRPML3 agonist	thrombin 1536	TbHK1 inh	zfTRPN1 agonist	PPC-1+TRAIL kill	EBV gp42 inh	Cl transport mod	Calpain2 inh
COc1ccc(CNCCC(c2ccc(OC(C)C)cc2)C(C)C)cc1OC (stereo not drawn)	-12[20 µM]	1.1	-3	4	1.5	16	11	·	12
Cc1cc2c(cc1C)NC(c1cccnc1)C1=C(CC(C)(C)CC1=O)N2 (stereo not drawn)	-12[20 µM]	-0.4	-1	-40	0.3	24	3	1.3	25
O=C1OC(c2cccs2)=N/C1=C\c1ccc(-c2ccccc2Cl)o1	7[20 µM]	0.2	2	10	0.1	13	-2	·	-115
COc1ccc2c(C(=O)CN3CCN(c4ccccc4)CC3)c[nH]c2c1	-16[20 µM]	1.2	-1	-7	1.1	6	-49	-1.8	-2
CCNC(=S)N1N=C2c3ccccc3CCC2C1c1ccc(F)cc1 (stereo not drawn)	-23	-0.6	-2	-11	-2.2	0	-9	-0.68	-13
CC(C)(CNS(=O)(=O)c1ccc(F)cc1)CNS(=O)(=O)c1ccc(F)cc1	-18[20 µM]	-0.1	-7	1	1.6	11	-10	-1.2	-13
CCCCC1=C([O-])C2N=CC=CC2=[N+](c2ccccn2)C1=O (stereo not drawn)	-1	0.7	-10	-23	1.4	11	4	0.78	13
COc1ccc(C)cc1NC(=O)CSc1ccc(Cl)cc1	-9	-1.8	-2	1	-1.2	17	14	-0.54	-3
CC(C)(C)NC(=O)NC(=O)CSc1nnc(COc2ccccc2Cl)o1	-8[20 µM]	-0.5	3	-1	-0.4	10	-25	-1.5	-16
N#Cc1nc(-c2ccccc2)oc1NCc1ccco1	-41	-0.3	-5	1	-0.5	3	5	·	-404
O=C(O)C(Sc1ccncn1)c1ccccc1 (stereo not drawn)	-23	-0.2	-9	-4	0.6	17	1	0.21	-27
CCOc1ccc(OCC(=O)N2CCOCC2)cc1	-32[20 µM]	0.9	4	-5	0.0	11	-12	-0.11	22
Cc1cc(C(=O)CSc2nnnn2C)c(C)n1-c1cccc(F)c1	-12	-0.1	49*	7	-0.5	-8	2	0.12	2
CC(C)[C@H](NC(N)=O)C(=O)Nc1cccc(S(=O)(=O)N2CCOCC2)c1	-15	0.7	-6	0	1.1	1	-22	0.74	5
C=CS(=O)(=O)c1sc(Cl)c(N2CCOCC2)c1[N+](=O)[O-]	-5	0.7	4	10	2.6	1	-6	-3.6*	26
CCn1c(SCC(N)=O)nnc1C(C)C	-24	0.3	97*	-1	-2.0	2	-7	0.5	-27
O=C(Nc1ccc(CN2CCOCC2)cc1)c1ccc(-c2ccc(Cl)cc2Cl)o1	-12	2.4	1	-22	6.2	29	-28	0.46	-103
COC(=O)c1ccc(OC)c(CSc2nnc(COc3ccc(OC)cc3)o2)c1	-4	0.4	-8	-1	-1.6	-3	8	-0.6	5
Cc1nc2ncnn2c(C)c1CCC(=O)N1CCN(c2ccccn2)CC1	-22	1.0	-6	1	2.4	11	-16	-0.31	-13
CCOC(=O)c1c(C)c(-c2ccccc2)n(CC(=O)NCCC(C)C)c1C	-13	0.5	-4	-5	0.9	-7	-15	-0.52	9
CC(C(=O)c1ccc(-c2ccccc2)cc1)[n+]1cccc(NC(=O)c2ccccc2)c1 (stereo not drawn)	-14	0.1	-4	-2	0.0	7	-22	0.0029	4
CC/C(=N\OC(=O)c1ccc(OC(C)C)cc1)c1ccc(C)cc1	9[20 µM]	0.1	-6	18	-0.3	18	2	-0.28	24

Bioassay records from PubChem BioAssay.

Outcome played no part in choosing rows, and some 3.6% of all compounds hit somewhere here.
